Rac1 wt GTP bind – human Rac1 wildtype GTP binding, inhibitors and activators | GST-Rac1 beads, fluorescent GTP binding, flow cytometry; actives lie on both sides; 0 = cold GTP competed, 100 = untreated | 190,000 tested, 0.27% active | P63000 | AID 757 | GTP binding activity (% of control), % at 10 µM;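 active = GTP binding activity at least 20 points away from the 100% control level, either lower or higher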
Pf gametocyte – P. falciparum stage V gametocyte viability inhibition. AID 743093. 150,000 tested, 0.065% active. inhibition, % at 10.9 µM. P. falciparum stage V gametocytes, ATP luminescence, 24 h;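 active = inhibition above the mean plus 3 SD of compounds within the control limits, set per campaign, cut at about 38% in these data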;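 also: 0% = DMSO wells and 100% = medium only without gametocytes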
Rab7 wt modul – modulators of GTP binding to dog Rab7 wildtype GTPase | GST-Rab7 beads, fluorescent GTP binding, flow cytometry; actives lie on both sides; untreated = 100%, excess cold GTP = 0% | GTP binding activity (percent of control), % at 10 µM | 190,000 tested, 0.055% active | AID 758;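 active = fluorescent GTP binding to Rab7 beads changed by at least 20 points from the 100% baseline, either direction, mostly lower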;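 also: median green fluorescence of bound Bodipy-FL-GTP per Rab7 bead population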
Rac1 act GTP bind – modulators of GTP binding to human Rac1 activated mutant; 190,000 tested, 0.11% active; percent activity (GTP binding), % at 10 µM; P63000; GST-Rac1 activated beads, fluorescent GTP binding, flow cytometry; actives lie on both sides; 100% means binding = to untreated wells;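 active = GTP binding at least 20 percentage points away from the 100% baseline, in either direction, so actives lie on both sides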
HRas wt GTP – modulators of GTP binding to human HRas wildtype. P01112. GTP binding activity, % at 10 µM. 190,000 tested, 0.14% active. GST-Ras wt beads, Bodipy-FL-GTP binding, flow cytometry; actives lie on both sides;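 active = GTP binding activity at least 20% away from the 100% baseline, either lowered as inhibitor or raised as activator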;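 also: 0% = unlabeled GTP competition control and 100% = no-compound control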
Cdc42 wt GTP – modulators (inhibitors or activators) of GTP binding to human Cdc42 wildtype. P60953. GST-Cdc42 beads, Bodipy-GTP binding, flow cytometry; actives lie on both sides. percent activity (GTP binding), % at 10 µM. 190,000 tested, 0.2% active. AID 761;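 active = percent activity GTP binding at least 20 points away from the 100% baseline, either down as inhibitor or up as activator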;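 also: median bead fluorescence of bound Bodipy-FL-GTP at 100 nM; 0% = excess unlabeled GTP control and 100% = no compound control; below 100% means less GTP binding so inhibitor and above means activator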
Target sequence (P60953 whole entry, looked up): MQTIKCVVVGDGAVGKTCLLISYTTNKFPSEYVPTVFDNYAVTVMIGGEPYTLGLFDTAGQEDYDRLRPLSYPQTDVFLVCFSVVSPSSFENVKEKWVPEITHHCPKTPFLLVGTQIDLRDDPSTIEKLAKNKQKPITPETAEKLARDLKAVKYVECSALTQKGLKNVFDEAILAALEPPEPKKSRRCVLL
Mcl-1 Bim block – inhibitors of Bim-Mcl-1 interaction, human; Q07820; Bead-based flow cytometry, Bim peptide-Mcl-1 binding; inhibition, % at 10 µM; 190,000 tested, 0.1% active; in the data active = inhibition above about 40%;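 also: 0% = no compound tracer wells and 100% = peptide blocker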
Target sequence (Q07820 whole entry, looked up): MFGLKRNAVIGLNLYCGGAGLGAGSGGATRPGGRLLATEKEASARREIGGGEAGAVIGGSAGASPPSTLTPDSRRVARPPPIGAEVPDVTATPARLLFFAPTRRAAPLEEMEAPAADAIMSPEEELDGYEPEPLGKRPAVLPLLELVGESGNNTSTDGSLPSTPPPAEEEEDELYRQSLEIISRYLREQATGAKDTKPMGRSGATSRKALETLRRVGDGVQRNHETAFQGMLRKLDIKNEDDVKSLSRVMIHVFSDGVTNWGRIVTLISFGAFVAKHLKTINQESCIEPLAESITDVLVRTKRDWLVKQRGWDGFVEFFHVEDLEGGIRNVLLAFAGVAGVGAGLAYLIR
Mcl1-Noxa inh – disrupts binding of human Mcl-1 to Noxa peptide. Q07820. TR-FRET Mcl-1/Noxa peptide binding, 2 h. inhibition, % at 21.7 µM. 220,000 tested, 1.5% active. AID 1022;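 active = compounds that cut the protein-peptide binding signal by more than 50% relative to plate controls in a single-dose test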;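 also: His-tagged Mcl-1 with rhodamine Noxa BH3 peptide and terbium anti-His antibody; 0% = Mcl-1 plus Noxa peptide wells and 100% = peptide-only wells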
Mcl1 Bid PPI – Mcl-1/Bid interaction inhibition. inhibition, % at 21.7 µM. 220,000 tested, 0.97% active. Q07820. TR-FRET Mcl-1/Bid-Dy647 peptide binding, 1536-well. AID 1021;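 active = compounds that cut the binding signal by more than half at the single screening dose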;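 also: His-tagged Mcl-1 with europium anti-His antibody binding Bid BH3 peptide; 0% = Mcl-1 plus peptide wells and 100% = peptide-only wells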
Rab2 wt GTP – changes GTP binding to wildtype dog Rab2A, up or down. 190,000 tested, 0.19% active. AID 760. GST-Rab2 wt beads, Bodipy-GTP binding, flow cytometry. GTP binding activity, % at 10 µM. P61105;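 active = GTP binding activity at least 20 points away from 100%, either lowered or raised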;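 also: 0% = beads with excess unlabeled GTP and 100% = no-compound control corrected for plate trend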
RGS8-Gao reg – modulates binding of RGS8 to human Galphao. response (percent of control binding), % at 10 µM. multiplexed bead flow cytometry; actives lie on both sides. P09471. 220,000 tested, 0.34% active; in the data active = response below about 60% or above about 140%; inactive = in between;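 also: Galphao activated as the GDP aluminium fluoride complex binding bead-coupled RGS8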
Target sequence (P09471 whole entry, looked up): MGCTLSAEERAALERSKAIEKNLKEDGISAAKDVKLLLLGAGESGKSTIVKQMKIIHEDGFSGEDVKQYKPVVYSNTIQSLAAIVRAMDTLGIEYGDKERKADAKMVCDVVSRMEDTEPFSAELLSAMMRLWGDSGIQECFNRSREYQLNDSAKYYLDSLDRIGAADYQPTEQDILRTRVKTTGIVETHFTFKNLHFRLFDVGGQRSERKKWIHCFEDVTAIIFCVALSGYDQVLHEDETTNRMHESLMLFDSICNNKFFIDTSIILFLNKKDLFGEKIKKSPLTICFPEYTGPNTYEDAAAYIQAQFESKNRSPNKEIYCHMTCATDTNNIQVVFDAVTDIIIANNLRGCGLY
The depositor's hits bear a star; · = not tested or not shown.

SMILES	Rac1 wt GTP bind	Pf gametocyte	Rab7 wt modul	Rac1 act GTP bind	HRas wt GTP	Cdc42 wt GTP	Mcl-1 Bim block	Mcl1-Noxa inh	Mcl1 Bid PPI	Rab2 wt GTP	RGS8-Gao reg
N#Cc1cn(CCOC(=O)c2cccc(C(F)(F)F)c2)c(=O)[nH]c1=O	97.0	-14.1	100.0	93.0	97.0	97.0	0.0	12.4	-31.8	97.0	101.3
CCc1cc2ccc(C)cc2nc1SCC(=O)c1ccc(NC(C)=O)cc1	101.0	·	100.0	100.0	102.0	102.0	-1.0	-25.6	7.8	103.0	100.9
OCC1OC(n2nc3ccccc3n2)C(O)C(O)C1O (stereo not given)	101.0	·	96.0	97.0	102.0	100.0	0.0	0.1	-48.1	102.0	100.5
COc1cccc(/C=N/NC(=O)C(=O)NCc2cccnc2)c1OC	100.0	7.2	96.0	97.0	98.0	97.0	-4.0	-2.2	-18.2	97.0	99.7
O=C(Nc1ccc2nc3n(c(=O)c2c1)CCCC3)c1cccc([N+](=O)[O-])c1	84.0	4.3	94.0	92.0	89.0	89.0	2.0	26.3	0.9	91.0	100.9
CCCC1(C(=O)OCC)NC(c2ccc(OC)cc2OC)C2C(=O)N(c3ccccc3)C(=O)C21 (stereo not given)	92.0	20.8	92.0	85.0	90.0	91.0	-2.0	0.4	4.2	89.0	85.8
COc1ccc(-n2nnc3c(SCC(=O)c4ccccc4)ncnc32)cc1	92.0	·	101.0	92.0	98.0	95.0	-4.0	1.6	-8.8	97.0	101.6
O=c1c(-c2nc3ccccc3s2)cccn1Cc1ccccc1	101.0	-12.4	102.0	100.0	101.0	99.0	-1.0	9.0	10.6	101.0	95.9
O=C(Nc1cccc(Cl)c1)Nc1ccccc1NS(=O)(=O)c1cccs1	96.0	-2.1	96.0	95.0	98.0	96.0	0.0	-2.6	-124.7	95.0	100.7
O=C(N/C(=C\c1ccc([N+](=O)[O-])cc1)C(=O)N1CCOCC1)c1ccccc1	90.0	14.5	100.0	96.0	96.0	93.0	0.0	-1.2	-13.9	97.0	105.0

Single entries from above:
Mcl-1 Bim block result of `OCC1OC(n2nc3ccccc3n2)C(O)C(O)C1O` (stereo not given) → 0.0
Mcl-1 Bim block result of `CCCC1(C(=O)OCC)NC(c2ccc(OC)cc2OC)C2C(=O)N(c3ccccc3)C(=O)C21` (stereo not given) → -2.0

Following part:
SMILES	Rac1 wt GTP bind	Pf gametocyte	Rab7 wt modul	Rac1 act GTP bind	HRas wt GTP	Cdc42 wt GTP	Mcl-1 Bim block	Mcl1-Noxa inh	Mcl1 Bid PPI	Rab2 wt GTP	RGS8-Gao reg
CCCN1C(=O)/C(=C\C=C2/C=CN(CC)c3ccccc32)SC1=S	100.0	-17.8	98.0	98.0	96.0	96.0	0.0	39.5	15.6	97.0	96.5
CCN(C(=O)CSc1nnc(Nc2ccccc2C)s1)C1CCS(=O)(=O)C1 (stereo not given)	101.0	-15.8	100.0	98.0	96.0	100.0	-4.0	10.5	-30.0	97.0	98.3
Cc1ccc(CN2C(=O)C3CCCN3c3ccc(C#N)cc32)cc1 (stereo not given)	107.0	·	103.0	99.0	102.0	106.0	-2.0	-46.7	-9.7	101.0	99.7
CCOC(=O)C1=C(C)NC2=C(C(=O)C(C(=O)OCC)C(c3ccccc3OC)C2)C1c1ccccn1 (stereo not given)	102.0	-19.5	102.0	103.0	107.0	106.0	-1.0	-4.4	19.5	107.0	99.4
O=c1nc(N2CCCC2)nc(Nc2ccccc2)[nH]1	97.0	·	94.0	97.0	97.0	97.0	0.0	7.6	-2.6	98.0	102.3
Cc1ccc(NC(=O)CCC(=O)NNC(=O)NC2CCCCC2)c(C)c1	97.0	-13.4	105.0	94.0	94.0	94.0	-1.0	2.4	1.3	98.0	100.1
COc1ccc(CCNC(=O)COC(=O)/C=C/c2cc(OC)c(OC)c(OC)c2)cc1OC	98.0	·	97.0	93.0	95.0	96.0	-2.0	12.4	-18.2	95.0	99.8
Cc1ccccc1OCC(=O)NNC(=O)C1CCCCC1C(=O)O (stereo not given)	103.0	-9.4	103.0	100.0	100.0	98.0	-1.0	0.4	4.9	102.0	96.5
CN(Cc1cn(C)nc1-c1ccccc1F)C1CCOC1 (stereo not given)	98.0	-2.7	101.0	96.0	98.0	95.0	-3.0	-12.1	-16.6	98.0	101.7
CCC(=O)Nn1cnc2c(c1=O)C1(CCCCC1)Cc1ccccc1-2	95.0	·	94.0	93.0	96.0	97.0	-5.0	8.7	-2.2	95.0	88.0
O=[N+]([O-])c1ccc(NC(=S)NCCc2ccccc2)cc1	104.0	-11.0	100.0	100.0	103.0	102.0	3.0	37.0	-23.1	100.0	100.3
O=c1cnn(-c2ccc(Cl)cc2Cl)c(-c2ccccc2)c1	101.0	·	103.0	99.0	100.0	99.0	-5.0	-2.3	-3.1	102.0	95.8
CCCS(=O)(=O)N1CCN(C(=O)c2cccnc2)CC1	106.0	·	101.0	100.0	101.0	98.0	-1.0	15.0	-20.2	100.0	68.0
N#Cc1c(-c2ccccc2)nc(SCc2nc(N)nc(N3CCCCC3)n2)[nH]c1=O	88.0	15.1	93.0	90.0	89.0	90.0	-2.0	·	10.5	88.0	106.7
CCOc1cc(-c2cc(-c3ccc(OC)cc3)nc(N)c2C#N)ccc1O	100.0	·	99.0	98.0	99.0	100.0	0.0	-2.7	-29.3	99.0	99.4
O=C(NC(=S)Nc1ccc(CN2CCOCC2)cc1)c1ccccc1[N+](=O)[O-]	101.0	·	98.0	99.0	99.0	102.0	-2.0	9.6	-26.1	100.0	100.6
CCCN1CCN(C(=S)Nc2ccc3nc(N4CCN(CC)CC4)cc(C)c3c2)CC1	102.0	-5.6	97.0	97.0	98.0	98.0	-3.0	22.5	-57.0	96.0	101.3
CC(C)(C)C(=O)Nc1nc(=S)ss1	101.0	-16.4	99.0	98.0	100.0	100.0	-4.0	11.9	23.9	98.0	88.6
CCN(CC)C(=O)CSc1nc(C)cc(C)n1	98.0	-3.2	106.0	100.0	98.0	98.0	0.0	14.3	11.9	99.0	104.7
Cc1noc(C)c1S(=O)(=O)N1CCC(C(=O)NC2CCCc3ccccc32)CC1 (stereo not given)	99.0	14.3	99.0	98.0	100.0	101.0	-1.0	4.5	-7.6	99.0	100.2
COc1cccc(OC(=O)c2cc3ccccc3oc2=O)c1	96.0	-2.0	95.0	93.0	92.0	95.0	4.0	-10.4	5.8	94.0	91.1
CC(/C=N/n1c(C2CCCCC2)n[nH]c1=S)=C\c1ccccc1	90.0	17.8	91.0	94.0	94.0	95.0	-7.0	·	-14.9	94.0	98.1
Cc1cc(C)cc(N(CC(=O)NCc2ccco2)C(=O)CCC(=O)Nc2nccs2)c1	96.0	-12.0	95.0	98.0	94.0	92.0	2.0	16.1	-17.4	97.0	103.2
CCOc1cc(CNCc2cccnc2)ccc1OCC(=O)NC(C)(C)C	98.0	7.5	106.0	97.0	98.0	97.0	-2.0	21.1	18.9	97.0	104.9
COCCn1cc(C(=O)c2ccccc2OCC(=O)Nc2cc(C)on2)cc(C#N)c1=O	97.0	·	99.0	95.0	99.0	99.0	-6.0	-3.6	1.1	99.0	88.2
CCC(=O)NC1(C(F)(F)F)C(=O)Nc2c1c(=O)n(C)c(=O)n2C (stereo not given)	101.0	20.8	96.0	100.0	100.0	101.0	3.0	5.5	-0.4	100.0	99.0
COc1cc(OC)cc(C(=O)N[C@H](C(=O)OCC(=O)N2CCc3ccccc32)C(C)C)c1	91.0	-10.4	101.0	92.0	94.0	88.0	0.0	-16.7	-8.1	93.0	100.5
N#Cc1nc(COc2ccccc2)oc1N1CCCC1	105.0	-3.0	105.0	101.0	102.0	102.0	-6.0	2.1	-33.8	103.0	101.1
C/C(=N/NC(=O)c1cccs1)c1ccco1	103.0	2.7	99.0	98.0	100.0	100.0	-1.0	17.3	-4.5	99.0	101.0
CNCc1ccc(OCc2ccccc2)c(OC)c1	101.0	·	101.0	95.0	99.0	97.0	0.0	31.1	3.5	99.0	100.2
CCC(=O)Nc1nnc(-c2ccccn2)o1	102.0	·	100.0	101.0	100.0	102.0	11.0	-5.2	3.7	101.0	104.5
CCCCNC(=O)CCC(=O)NNc1nc2ccccc2c2nc(-c3ccccc3)nn12	98.0	-10.8	100.0	98.0	99.0	101.0	-2.0	2.2	-41.4	96.0	102.8
COc1ccc(OC)c(S(=O)(=O)Nc2c(C)cccc2C)c1	98.0	34.6	98.0	94.0	97.0	97.0	1.0	17.6	-1.4	97.0	96.7
Cc1ccc(NC(=O)CCC(=O)NNC(=O)COc2cccc3ccccc23)c(C)c1	98.0	-3.2	99.0	99.0	100.0	98.0	1.0	-12.6	-17.8	100.0	96.1
Brc1ccccc1OCCCN1CCOCC1	107.0	·	99.0	101.0	101.0	103.0	-3.0	13.5	36.3	102.0	101.0
O=C(N/N=C/c1ccc(OCC(=O)N2CCCCC2)cc1)c1ccccc1O	99.0	·	96.0	98.0	97.0	98.0	-2.0	22.9	-46.2	96.0	99.6
CC1=C(C(=O)OC(C)C)C(c2ccc(N(C)C)cc2)C2=C(CC(C)(C)CC2=O)N1 (stereo not given)	104.0	-7.4	103.0	101.0	104.0	106.0	0.0	12.6	-28.0	104.0	97.8
CC(C)OC(=O)CSc1nnc(-c2ccccc2)n1N	109.0	19.4	105.0	102.0	105.0	104.0	-2.0	-17.1	-6.9	103.0	99.5
Cc1nn(-c2nc3ccccc3[nH]2)c(=O)c2ccccc12	89.0	61.1*	89.0	95.0	92.0	95.0	1.0	0.4	-8.9	95.0	103.5
CC(C)(C)NC(=O)COC(=O)c1ccc(S(=O)(=O)N2CCCC2)cc1	100.0	6.3	103.0	98.0	100.0	100.0	-5.0	10.2	0.5	98.0	96.7
O=C(O)CCN1CCc2ccccc21	103.0	·	98.0	99.0	98.0	100.0	-3.0	8.2	-27.6	100.0	90.1
CC(C)[C@H](NS(=O)(=O)c1ccc2c(c1)OCCO2)C(=O)OCC(=O)Nc1ccccc1Cl	102.0	3.6	101.0	99.0	101.0	101.0	-3.0	-9.9	-22.1	99.0	102.4
CC(C)c1nnc(NC(=O)Cn2nc(-c3ccc4c(c3)OCCO4)ccc2=O)s1	102.0	14.8	99.0	97.0	99.0	102.0	-4.0	-17.5	-13.2	95.0	102.3
C#CCN(C#N)c1nc(NCC)nc(NC(C)C)n1	103.0	·	99.0	96.0	102.0	99.0	1.0	4.4	4.0	100.0	118.4
Brc1ccccc1-c1nnc(CSc2nncn2-c2ccccc2)o1	104.0	·	100.0	96.0	101.0	99.0	0.0	24.3	-20.0	100.0	101.2
CC1CCc2sc3ncnc(N4CCOCC4)c3c2C1 (stereo not given)	101.0	·	95.0	98.0	98.0	99.0	0.0	-7.9	-18.6	96.0	86.0

Hits appear at their usual frequency; overall some 2.9% were active at least once.
